Bioassay records (PubChem BioAssay)
GIRK2 act: Activators of human GIRK2-containing channels; 34,000 tested, under 10 active; AID 1259324; activation (% efficacy), % for hits at 37.5 µM; HEK293 GIRK2/NPY4 cells, thallium flux fluorescence; P48051;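 active = primary screen hit, no activity in plain HEK293 cells, and in GIRK2-only cells above 5% efficacy rising with concentration; inactive = the rest, including fluorescent compounds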;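 note: efficacy is normalized control-subtracted fluorescence 15 s after thallium addition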
Target sequence (P48051 whole entry, looked up): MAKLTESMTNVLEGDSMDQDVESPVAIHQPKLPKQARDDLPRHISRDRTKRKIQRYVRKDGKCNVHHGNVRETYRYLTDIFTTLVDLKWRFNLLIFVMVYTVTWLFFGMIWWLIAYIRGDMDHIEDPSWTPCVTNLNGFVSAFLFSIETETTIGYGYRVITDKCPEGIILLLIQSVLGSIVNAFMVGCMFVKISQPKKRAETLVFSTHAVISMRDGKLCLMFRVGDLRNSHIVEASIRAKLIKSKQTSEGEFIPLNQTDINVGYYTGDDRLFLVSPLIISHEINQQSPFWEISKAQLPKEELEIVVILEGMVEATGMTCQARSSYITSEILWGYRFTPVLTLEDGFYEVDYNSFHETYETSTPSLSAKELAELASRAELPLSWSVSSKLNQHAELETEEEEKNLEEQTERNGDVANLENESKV
Calls only; i = inactive. These rows are one share of the data; count on the stated rates, not on these rows.

SMILES	GIRK2 act
Cc1nc(NC(=O)c2ccc(N3C(=O)CCC3=O)cc2)sc1C	i
Cc1cc(C(=O)NCC2CCN(S(=O)(=O)C3CC3)CC2)c(C)o1	i
Cc1cn2c3c(=O)n(Cc4ccc(Cl)cc4Cl)c(=O)n(C)c3nc2n1CCOCCO	i
O=C(c1ccco1)N1CCN(c2ccc(Nc3cccnc3)nn2)CC1	i
O=C(C1CCCC1)N1CCc2ccc(NS(=O)(=O)Cc3ccccc3)cc21	i
Clc1ccc(NCc2ccccc2)nn1	i
Cc1ccc(C)c(S(=O)(=O)Nc2cc(-c3ccccc3)nn2C2CCS(=O)(=O)C2)c1 (stereo not given)	i
Cc1cccc(Nc2ccc(N3CCN(C(=O)CCC4CCCCC4)CC3)nn2)n1	i
Cc1ccccc1N1CC(c2nc3ccccc3n2CC(O)COc2ccccc2)CC1=O (stereo not given)	i
O=C(c1ccc(F)cc1)N1CCCC(c2nnc(Cc3ccc(F)cc3)o2)C1 (stereo not given)	i
COCCn1cnc2c(-c3ccccc3)cn(CC(=O)Nc3cccc(C(=O)OC)c3)c2c1=O	i
CCCC(=O)N(CCN1CCOCC1)c1nc2c(OCC)cccc2s1	i

The final 4 compounds of the part before are carried over, then new ones follow.
SMILES	GIRK2 act
Cc1ccccc1N1CC(c2nc3ccccc3n2CC(O)COc2ccccc2)CC1=O (stereo not given)	i
O=C(c1ccc(F)cc1)N1CCCC(c2nnc(Cc3ccc(F)cc3)o2)C1 (stereo not given)	i
COCCn1cnc2c(-c3ccccc3)cn(CC(=O)Nc3cccc(C(=O)OC)c3)c2c1=O	i
CCCC(=O)N(CCN1CCOCC1)c1nc2c(OCC)cccc2s1	i
CCn1nnc2c(N3CCOCC3)ncnc21	i
COc1cc(OC)cc(C2=NC3(CCCC3)N(C(=O)c3cc(OC)c(OC)c(OC)c3)C2=S)c1	i
O=C(Nc1cc(-c2cccs2)nn1CCO)c1cc2ccccc2oc1=O	i
O=c1[nH]nc(SCc2nc(-c3ccc(Cl)cc3)no2)n2nc(-c3cccs3)cc12	i
CC(=O)Nc1ccc(NC(=O)c2nnn(-c3ccccc3)c2C)cc1	i
O=C(NCC(O)c1ccsc1)C(=O)Nc1ccc2c(c1)OCCO2 (stereo not given)	i
COCCn1c(-n2nc(C)cc2C)nc2c1c(=O)n(Cc1ccc(F)cc1)c(=O)n2C	i
N#Cc1nc(-c2ccc(S(=O)(=O)N3CCCCCC3)cc2)oc1NCCN1CCOCC1	i
CC(=O)Nc1ccc(OCC(O)CN2C(C)CCCC2C)cc1 (stereo not given)	i
COc1ccc(OC)c(NC(=O)Cn2ncn3nc4c(c3c2=O)CCCC4)c1	i
COc1cccc(NC(=O)N2CC(c3nc(-c4cccc(C(F)(F)F)c4)no3)C2)c1OC	i
CSc1ncccc1C(=O)N1CCC(CNC(=O)COc2ccccc2F)CC1	i

Looked up by compound from above:
SMILES	GIRK2 act
CCCC(=O)N(CCN1CCOCC1)c1nc2c(OCC)cccc2s1	i
CCn1nnc2c(N3CCOCC3)ncnc21	i

The listing continues.
SMILES	GIRK2 act
Cn1ccc(C(=O)Nc2sccc2C#N)n1	i
CCCCOc1cccc(C(=O)Nc2ccc3scnc3c2)c1	i
CCOC(=O)Nc1nc(CC(=O)NCc2ccccc2OC)cs1	i
CCOc1ccccc1C(=O)N1CCN(c2nccn2C)CC1	i
COc1cc(C(=O)NCC2(c3cccs3)CCCC2)cc(OC)c1OC	i
O=C(Nc1ccc(N2CCCC2=O)cc1)c1cccc([N+](=O)[O-])c1	i
CCc1ccccc1NC(=O)c1ccc(Oc2nccc(C)n2)cc1	i
c1ccc(-n2ncc3c(NCCc4c[nH]c5ccccc45)nnnc32)cc1	i
O=C(COc1ccccc1)N1CCC(CNS(=O)(=O)/C=C/c2ccccc2)CC1	i
CCCC(CCC)C(=O)Nc1cc(C)nn1-c1nc2c(cnn2-c2cccc(C)c2C)c(=O)[nH]1	i
Cc1cc(C)n(C(C)CC(=O)Nc2cc(Cl)cc(Cl)c2)n1 (stereo not given)	i
CCCCNC(=O)c1nnn(-c2ccc(C)cc2)c1-c1ccco1	i
Cn1cccc1C(CNS(=O)(=O)Cc1ccccc1)N1CCc2ccccc2C1 (stereo not given)	i
COc1ccc(-c2noc(-c3c(SC)nn(CC(=O)Nc4ccc(C(C)C)cc4)c3N)n2)cc1	i
CC(=O)N1CCN(c2oc(-c3ccccc3)nc2S(=O)(=O)c2ccc(Cl)cc2)CC1	i
O=C(NCC1(O)CCOCC1)C(=O)Nc1ccc2c(c1)OCCO2	i
O=C(CSc1nnc2c(=O)n(Cc3ccc(F)cc3)ccn12)NC1CCCC1	i
COc1ccc(NC(=O)CN2CCN(C(c3ccccc3)c3ccccc3)CC2)cc1	i
CC(=O)N1CCN(C(=O)CCc2c(C)nn(-c3nc(C)cc(=O)[nH]3)c2C)CC1	i
COc1ccc(CC(=O)NNC(=O)c2cccn(Cc3ccc(F)cc3)c2=O)cc1OC	i
CC(C)Sc1ccc(CC(=O)NCC#CCN2CCc3ccccc3C2)cc1	i
O=C(Nc1ccc(CC(=O)N2CCCC2)cc1)c1cccs1	i
COc1cccc(NC(=O)Cn2ccc3ccn(Cc4ccccc4C)c3c2=O)c1	i
COc1ccc(S(=O)(=O)NCC2CCN(Cc3ccco3)CC2)c(OC)c1	i
Cn1nnc2c(SCC(=O)N3CCN(c4ccc(Cl)cc4)CC3)ncnc21	i
O=C(NCC1CCN(C(=O)COc2ccccc2)CC1)Nc1ccccc1F	i
CC(C)CC(=O)Nc1sc(SCC(=O)NC2CC2)nc1-c1ccccc1	i
CSc1ccc2nc(N3CCN(C(=O)c4c(C)cnn4C)CC3)sc2c1	i
CC(C)c1ccc(NC(=O)Cn2c(-c3ccc(F)cc3)ncc(C#N)c2=O)cc1	i
O=C(NC1CCCCC1N1C(=O)CSC1=O)c1ccccc1F (stereo not given)	i
COc1ccc(NS(=O)(=O)c2cc(C)c(C)cc2C)cc1N1CCCC1=O	i
CCOc1ccc(NC(=O)NCC(C)(O)C2CC2)cc1 (stereo not given)	i
O=C(Cc1csc(NC(=O)c2ccc(=O)[nH]c2)n1)NCCC1=CCCCC1	i
CN(Cc1ccccc1)C(=O)c1ccc2c(=O)n(Cc3ccccc3Cl)c(=S)[nH]c2c1	i
CC(C)(C)c1ccc(C(=O)N2CCOC(c3ccccc3)C2)cc1 (stereo not given)	i
O=C(CCc1csc(NC(=O)c2ccc(F)cc2)n1)Nc1ccc(-n2cnnn2)cc1	i

The last 3 compounds of the part before open the next one.
SMILES	GIRK2 act
CN(Cc1ccccc1)C(=O)c1ccc2c(=O)n(Cc3ccccc3Cl)c(=S)[nH]c2c1	i
CC(C)(C)c1ccc(C(=O)N2CCOC(c3ccccc3)C2)cc1 (stereo not given)	i
O=C(CCc1csc(NC(=O)c2ccc(F)cc2)n1)Nc1ccc(-n2cnnn2)cc1	i
COc1ccc(-c2nnc3ccc(OCCNC(=O)c4cc(C)on4)nn23)cc1	i
O=S(=O)(NCC1CCN(c2ncccn2)CC1)c1c(F)cccc1F	i
Cc1cc(C)n(CCN2CCCN(C(=O)c3cccc(-n4cnnn4)c3)CC2)n1	i
O=C(CNS(=O)(=O)c1ccc(Cl)s1)N1CCOC(c2ccccc2)C1 (stereo not given)	i
COc1ccc(S(=O)(=O)Nc2cccc(C)n2)cc1OC	i
Oc1cc(CN2CCOCC2)c(O)cc1CN1CCOCC1	i
O=C(Nc1cccc(Br)c1)c1ccc(=O)n(Cc2ccccc2)c1	i
O=C(NCc1cccs1)NCC1(c2cccs2)CCOCC1	i
COc1cc(COCC2CCN(CC(=O)NCC3CCCO3)CC2)cc(OC)c1 (stereo not given)	i
CC1CCCCN1C(=O)CN1C(=O)c2ccccc2S1(=O)=O (stereo not given)	i
Cc1cc(NC(=O)c2ccco2)n(-c2nc(-c3cccs3)cs2)n1	i
COCCCn1c(SCc2nc(-c3ccc(SC)cc3)no2)nc2cc3c(cc2c1=O)OCO3	i
O=C1CCCCN1c1cccc(NS(=O)(=O)c2cc(F)ccc2F)c1	i
Cc1ccc(-c2cc(=O)n(CC(=O)N3CCN(c4ccccc4F)CC3)cn2)cc1	i
CS(=O)(=O)N1CCCc2cc(NC(=O)c3cccc(C(F)(F)F)c3)ccc21	i
COc1ccc(-c2coc3c4c(ccc3c2=O)OCN(CC(C)C)C4)cc1OC	i
COCc1ccc(C(=O)Nc2nnc(C(C)C)s2)o1	i
O=C(c1c(F)cccc1F)N1CCC2(CC1)NC(=O)N(CCOc1ccccc1)C2=O	i
CN(C)S(=O)(=O)N1CCN(Cc2nnnn2-c2ccccc2)CC1	i
O=C(NNC(=O)c1c(F)cccc1F)c1ccc(=O)n(Cc2ccc(Cl)cc2)c1	i
CCc1cnc2c(c1N1CCC(C(=O)OC)CC1)c(=O)n(C)c(=O)n2C	i
COc1ccccc1NC(=O)N1CCN(Cc2nc(-c3ccc(Cl)cc3)cs2)CC1	i
O=C(NCC1CCN(Cc2cccs2)CC1)c1c(F)cccc1F	i
O=C(Cc1csc(Nc2ccccc2)n1)NCCc1ccccc1	i
O=C(NCc1ccccn1)c1ccc2c(=O)n(Cc3ccccc3Cl)c(=S)[nH]c2c1	i
CCCOC(=O)c1cc2cc(OC)ccc2oc1=O	i
Cc1nn(C2CCS(=O)(=O)C2)c(C)c1CC(=O)Nc1ccc(-c2nc3ccccc3s2)cc1 (stereo not given)	i
O=CNCc1nc2ccccc2[nH]1	i
COc1ccc(S(=O)(=O)NCCNc2nc(C)cc(N(C)C)n2)c(OC)c1	i
COc1ccc(N2CC(c3nc4ccccc4n3CC(O)COc3c(C)cccc3C)CC2=O)cc1 (stereo not given)	i
COCCN1CCC(CNC(=O)C(=O)Nc2ccc3c(c2)OCCO3)CC1	i
O=C(CSc1ccc(NC(=O)c2cccs2)nn1)NCc1ccc(F)cc1	i
COc1ccc(-c2cc(=O)n(CC(=O)N3CCCc4ccccc43)cn2)cc1	i
COc1cc(NC(=O)Nc2c(C)nc3c(C)cccn3c2=O)cc(OC)c1OC	i
Cc1cn2c3c(=O)n(C)c(=O)n(C)c3nc2n1CC(=O)O	i
CCn1c(SCC(=O)N2CCCC2)nnc1-c1cn(C)nc1OC	i

A draw from above in order of molecular weight, lowest first.
SMILES	GIRK2 act
O=CNCc1nc2ccccc2[nH]1	i
CCCOC(=O)c1cc2cc(OC)ccc2oc1=O	i
Cc1cn2c3c(=O)n(C)c(=O)n(C)c3nc2n1CC(=O)O	i
CCn1c(SCC(=O)N2CCCC2)nnc1-c1cn(C)nc1OC	i
COCCN1CCC(CNC(=O)C(=O)Nc2ccc3c(c2)OCCO3)CC1	i
COc1cc(NC(=O)Nc2c(C)nc3c(C)cccn3c2=O)cc(OC)c1OC	i
O=C(CSc1ccc(NC(=O)c2cccs2)nn1)NCc1ccc(F)cc1	i

Additional structures
SMILES	GIRK2 act
Cc1ccc(CNC(=O)c2cc(-c3ccc(C)cc3)nc3c2c(C)nn3C2CCS(=O)(=O)C2)cc1 (stereo not given)	i
O=C(Nc1ccc2c(c1)OCO2)N1CCN(Cc2nc(-c3cccs3)cs2)CC1	i
COc1ccc(OC)c(S(=O)(=O)N2CCN(C(=O)c3cnn4ccccc34)CC2)c1	i
O=S(=O)(c1ccccc1)N1CCN(Cc2nc(-c3ccccc3)cs2)CC1	i
COC(=O)NCC1CCN(C(=O)/C=C/c2ccco2)CC1	i
O=C(Nc1cccc(Cl)c1)Nc1cccc(-c2ccc3nncn3n2)c1	i
CSc1ncccc1C(=O)N1CCC(CNC(=O)c2ccc(Br)o2)CC1	i
COc1cccc(OCC(=O)NCC(c2cccs2)N2CCOCC2)c1 (stereo not given)	i
C#CCn1c(=NC(=O)c2ccn(C)n2)sc2cc(CC)ccc21	i
O=C(CCc1csc(NC(=O)c2ccc(F)cc2)n1)NCc1nc2ccccc2[nH]1	i
COC(=O)c1ccc2c(=O)n(CC(=O)NCCc3ccc(S(N)(=O)=O)cc3)c(=S)[nH]c2c1	i
COC(=O)c1ccc(C(=O)N(Cc2ccccn2)Cc2ccco2)cc1	i
CC(C)OCCCNC(=O)C(=O)NCc1ccc(F)cc1	i
CCOC(=O)c1sc(NC(=O)C2CCCN2S(C)(=O)=O)c(C(=O)OCC)c1C (stereo not given)	i
CN1CCN(Cc2ccc(NC(=O)Nc3cccc(Cl)c3)cc2)CC1	i
COc1ccc2nc(-c3ccc(OC)c(NC(=O)c4c(OC)cccc4OC)c3)cn2n1	i
COc1cn(CC(=O)Nc2cccc3ccccc23)c(CSc2nnnn2C)cc1=O	i
O=C(Cn1nc(C(=O)N2CCOCC2)cc1C1CC1)N1CCN(c2ccccc2)CC1	i
CC(=O)N1CC(C(=O)NCCCN2CCCC2=O)C1	i
CCS(=O)(=O)N1CCN(CCn2ccnc2)CC1	i
COc1cccc(N2C(=O)N(CC(=O)NCc3ccccc3)c3ccccc3S2(=O)=O)c1	i
CC(C)(C)c1cc(NCCCn2ccnc2)n2ncc(-c3ccccc3)c2n1	i
COc1ccccc1CCNC(=O)CSc1ccc(NC(=O)c2ccccc2)nn1	i
O=C(Cn1c(=O)oc2ccccc21)N1CCC2(CC1)OCCN2S(=O)(=O)c1ccc(Cl)cc1	i
O=S(=O)(Nc1ccc2c(c1)OCCO2)c1ccc(Oc2ccccc2)cc1	i
CCS(=O)(=O)c1ccc(C(=O)Nc2nnc(-c3ccnn3C)o2)cc1	i
CCCCOc1ccc(NC(=O)Nc2ccc3c(c2)CCC(=O)N3CC)cc1	i
Cc1ccc(NC(=S)NC(=O)c2ccc(F)cc2)nc1	i
Cc1oc(-c2ccc(Cl)cc2)nc1COC(=O)c1nnn(-c2ccc(F)cc2)c1C	i
Cc1ccc([N+](=O)[O-])cc1NC(=O)c1ccc(=O)n(Cc2ccccc2F)c1	i
Cc1ccccc1-c1ccc(N2CCN(C(=O)Cn3c(=O)oc4ccccc43)CC2)nn1	i
Cc1nc2ccccn2c1C(=O)N(Cc1cccn1C)C1CC1	i
CCOC(=O)c1ccc(NC(=O)Cn2cccc(-c3nc(-c4ccc(C)cc4)no3)c2=O)cc1	i
O=S(=O)(NCC1CCN(Cc2ccco2)CC1)c1cccs1	i
COc1ccccc1NC(=O)NCC1CCN(c2ncccn2)CC1	i
O=C(NCC1CCN(Cc2ccco2)CC1)c1ccccc1	i
